Assay outcomes as filed in PubChem.
PG9 Ab binder: PG9 antibody binding by small molecule; TR-FRET gp120-PG9 antibody binding; inhibition, % at 6.7 µM; 360,000 tested, 0.43% active; AID 624416; in the data active = inhibition above about 8.5%
Rev-erbA mod: Rev-erb alpha (human) modulation. activity, % at 10 µM. 370,000 tested, 0.79% active. Rev-erbα–FITC-DNA binding, fluorescence polarization, 90 min;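 active = activity above about 14%, limit read from the data; passing the limit was not always enough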;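 also: 0% = DMSO wells with 35 nM protein and 100% = DMSO wells with 750 nM protein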
hcDAF-12 act: activates DAF-12 receptor from parasite H. contortus. activation, % at 6.8 µM. AID 652067. 370,000 tested, 1.4% active. HEK293 hcDAF-12 lit1-tk-luc reporter, luminescence; 0% DMSO, 100% Δ7-dafachronic acid;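 active = activation above the mean of all tested compounds plus 3 SD, cut at about 5.5% in these data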;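 also: 100% = response to 3 µM Δ7-dafachronic acid high control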
PLCb3 inh: PLC-beta3 (human) inhibition, primary screen; Purified PLC-beta3, fluorogenic substrate, fluorescence; AID 720704; 370,000 tested, 0.18% active; inhibition, % at 12.2 µM; Q01970; in the data active = inhibition above about 11%;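 also: 0% = median of compound wells on plate and 100% = full blocker control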
ssDAF-12 act: S. stercoralis DAF-12 activation, primary screen; AID 652126; activation, % at 6.8 µM; 370,000 tested, 1% active; HEK293 ssDAF-12/GRIP1 lit1-tk-luc reporter, luminescence; % of 3 µM dafachronic acid response;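 active = activation above the mean over all tested compounds plus 3 SD, cut at about 0.9% in these data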;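 also: 0% = DMSO-only wells and 100% = 3 µM delta7-dafachronic acid wells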
GAA850 FXN act: activators of GAA850 frataxin (FXN) promoter. HEK293 lucGAA850 FXN promoter luciferase reporter, 24 h; percent of 10 µM SAHA response. activation, % at 6 µM. 360,000 tested, 0.56% active. AID 540364;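 active = activation above the average of all compounds screened plus 3 SD, cutoff fixed separately per campaign, cut at about 7.5% in these data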;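 also: 0% = DMSO wells and 100% = 10 µM SAHA wells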
DAX1 inh-1: blocks DAX1 repression of SF-1 activated StAR promoter. inhibition, % at 6.8 µM. 370,000 tested, 1.1% active. HEK293T StAR-luciferase reporter, SF-1/DAX-1 repression relief. AID 652010;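 active = inhibition above the mean over all tested compounds plus 3 SD, cut at about 3.6% in these data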;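 also: 0% = DAX-1 cells with DMSO and 100% = cells lacking DAX-1 with DMSO; higher inhibition means more luminescence from relief of DAX-1 repression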
DAX1 inh-2: inhibits human nuclear receptor DAX1; P51843; HEK293 Gal4-DAX1 luciferase reporter, luminescence; inhibition, % at 6.75 µM; 340,000 tested, 0.99% active; AID 504766;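 active = inhibition above the mean over all tested compounds plus 3 SD, cut at about 4.2% in these data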;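 also: 0% = DAX1-transfected cells with DMSO and 100% = empty-vector control cells with DMSO; inhibition shows as a rise in luminescence from relieved DAX1 repression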
Target sequence (P51843 207-470 limits assumed): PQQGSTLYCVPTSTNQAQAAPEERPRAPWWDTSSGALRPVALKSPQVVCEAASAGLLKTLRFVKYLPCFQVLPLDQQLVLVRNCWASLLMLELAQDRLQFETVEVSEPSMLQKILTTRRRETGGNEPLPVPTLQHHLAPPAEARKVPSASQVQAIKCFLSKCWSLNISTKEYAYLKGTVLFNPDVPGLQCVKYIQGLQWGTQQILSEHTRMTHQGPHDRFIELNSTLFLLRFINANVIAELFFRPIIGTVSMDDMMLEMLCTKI
hgDAF-12 ag: hgDAF-12 agonism, primary luciferase screen; HEK293 GAL4-hgDAF12 UAS-luciferase reporter, agonist luminescence; normalized to butyrate control; activation, % at 6.8 µM; 370,000 tested, 1.8% active; AID 687014;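 active = activation above a cutoff set at the mean of all screened compounds plus 3 SD, cut at about 10% in these data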;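 also: 0% = DMSO wells and 100% = sodium butyrate wells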
SMARCA2 activ: activators of SMARCA2 function | 370,000 tested, 1% active | MG213 cells, MMTV-luciferase reporter, dexamethasone, overnight | AID 652017 | activation, % at 9.1 µM; in the data active = activation above about 7.8%;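 also: 0% = vehicle wells and 100% = reference activator wells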
sPLA2-III inh: Blocks human group III sPLA2 activity; Q9NZ20; QFRET BODIPY PC-A2 liposome hydrolysis, fluorescence; inhibition, % at 12.2 µM; 370,000 tested, 0.56% active; AID 743126;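 active = inhibition above mean plus 3 SD of compounds lying within the high and low control bounds, cut at about 19% in these data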;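 also: 0% = median of test compound wells and 100% = no enzyme DMSO wells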
Target sequence (Q9NZ20 whole entry, looked up): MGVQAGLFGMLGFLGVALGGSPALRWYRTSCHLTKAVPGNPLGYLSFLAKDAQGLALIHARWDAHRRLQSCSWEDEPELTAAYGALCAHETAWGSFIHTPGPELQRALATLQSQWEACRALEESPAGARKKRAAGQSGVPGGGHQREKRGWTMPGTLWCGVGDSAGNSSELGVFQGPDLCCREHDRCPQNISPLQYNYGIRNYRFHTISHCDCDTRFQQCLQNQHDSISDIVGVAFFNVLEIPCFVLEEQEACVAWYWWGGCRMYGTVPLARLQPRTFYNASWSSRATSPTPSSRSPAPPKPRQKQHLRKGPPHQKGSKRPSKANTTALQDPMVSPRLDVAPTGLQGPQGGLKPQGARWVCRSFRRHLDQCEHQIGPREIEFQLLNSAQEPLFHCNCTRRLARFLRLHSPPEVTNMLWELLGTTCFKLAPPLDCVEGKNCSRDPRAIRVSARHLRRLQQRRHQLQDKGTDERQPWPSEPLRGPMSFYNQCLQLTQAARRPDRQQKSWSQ
Starred values were filed as active, the others as inactive; . = no result given.

SMILES	PG9 Ab binder	Rev-erbA mod	hcDAF-12 act	PLCb3 inh	ssDAF-12 act	GAA850 FXN act	DAX1 inh-1	DAX1 inh-2	hgDAF-12 ag	SMARCA2 activ	sPLA2-III inh
CCN(CC)c1ccc(/C=C(/C#N)c2nc3ccccc3[nH]2)c(OC(C)C)c1	-0.9	39*	0.0	-95	-1.0	-4.1	0.1	-0.5	0.3	0	-25
COc1ccc(Cl)cc1N(CC(=O)N1CCCCC1)S(C)(=O)=O	-1.5	-3	-0.3	2	-1.8	-1.1	-0.1	0.7	1.1	0	2
Cc1ccc(NCc2nnc(SCC(N)=O)o2)c(C)c1	0.1	1	0.4	-6	-1.0	1.4	0.6	-0.7	0.1	2	-2
CC(=O)NN1C(=O)/C(=C2/Sc3ccc(Cl)cc3N2C)SC1=S	3.1	-11	1.1	-1	-1.0	1.9	-0.3	0.9	0.0	-2	20*
CSCC[C@H](NS(=O)(=O)c1ccc(C)cc1)C(=O)N1CCC(C(=O)N[C@@H](C)C(=O)O)CC1	0.2	3	-0.4	6	-1.3	-1.1	0.3	3.5	0.6	2	-1
CC(=O)c1ccc(N(C(=O)c2csnn2)C(C(=O)NC2CCCC2)c2ccccc2)cc1 (configuration not stated)	-0.8	-3	1.6	3	-1.3	1.3	0.3	0.7	0.5	-4	7
CC(C)CC(=O)NNC(=S)Nc1ccc(S(N)(=O)=O)cc1	-2.6	3	-2.2	5	-0.9	2.7	0.3	-0.2	-0.1	-5	17
COCCNC(=O)C(c1ccc(C)o1)N(Cc1ccc(F)cc1)C(=O)Cn1nnc2ccccc21 (configuration not stated)	0.6	3	0.3	0	-0.9	0.0	0.5	0.0	0.8	0	4
C[n+]1ccc(C(=O)N/N=C/c2ccco2)cc1	-1.7	2	-0.3	-1	-0.3	0.8	-0.2	-0.1	-3.2	-3	11
O=c1c2ccccc2nc2n1CCc1ccc(Br)cc1-2	-2.8	-2	0.1	-4	-1.2	.	0.1	.	1.7	-3	13
CC(Cc1cccs1)NC(=O)c1cccc(Cl)c1 (configuration not stated)	-1.9	-1	0.6	3	-1.0	3.2	1.0	0.1	6.0	4	-1
S=c1[nH]nc(-c2n[nH]c3c2CCC3)n1N=Cc1c2ccccc2cc2ccccc12	.	-5	-1.6	-97	-0.9	.	-0.6	.	0.2	1	5
COc1ccc(N2CCN(C(=O)c3cc(-c4cccs4)nc4ccccc34)CC2)cc1	-0.3	4	-1.8	-26	-1.5	0.3	-1.3	-3.2	-1.6	1	-12
O=C(Oc1ccc(OC(=O)N2CCCCC2)cc1)c1ccccc1	0.2	1	-0.7	6	-1.3	2.2	0.7	-1.2	1.0	0	7
O=C(c1nc2ccccc2s1)N1CCN(c2ccccn2)CC1	0.9	-4	-1.1	-2	-0.6	5.9	0.3	-0.5	3.1	-1	0
O=C(COC(=O)C1(c2cccc(F)c2)CCCC1)NCc1ccc2c(c1)OCO2	0.0	-1	1.3	-3	-1.6	1.5	0.3	0.5	-2.2	-5	6
O=C(CC1C(=O)NCCN1Cc1ccc(F)cc1)NC1CCCCCCC1 (configuration not stated)	0.1	1	0.1	-7	-1.0	1.4	-0.1	0.3	-3.2	-2	4
CC(=O)Nc1ccc(NC(=O)CNS(=O)(=O)c2ccc(C)cc2)cc1	0.4	-6	0.0	4	-0.9	0.7	-0.5	1.9	-0.6	0	-4
CCN(CC)c1ccc(NC(=O)COc2ccccc2C#N)cc1S(=O)(=O)Nc1ccccc1OC	0.4	4	-1.1	-3	-1.3	0.4	-1.1	-2.0	-1.2	0	-32
O=C(NC(=S)Nc1ncccn1)c1ccccc1Cl	0.5	-4	1.5	3	-0.2	1.5	1.3	0.2	4.7	2	7

Structures above marked active in sPLA2-III inh.
| mol | PG9 Ab binder | Rev-erbA mod | hcDAF-12 act | PLCb3 inh | ssDAF-12 act | DAX1 inh-1 | DAX1 inh-2 | SMARCA2 activ | sPLA2-III inh |
| --- | --- | --- | --- | --- | --- | --- | --- | --- | --- |
| CC(=O)NN1C(=O)/C(=C2/Sc3ccc(Cl)cc3N2C)SC1=S | 3.1 | -11 | 1.1 | -1 | -1.0 | -0.3 | 0.9 | -2 | 20* |

Further structures follow.
SMILES	PG9 Ab binder	Rev-erbA mod	hcDAF-12 act	PLCb3 inh	ssDAF-12 act	GAA850 FXN act	DAX1 inh-1	DAX1 inh-2	hgDAF-12 ag	SMARCA2 activ	sPLA2-III inh
CCc1cc2c(SCC(=O)N(C)C3CCS(=O)(=O)C3)ncnc2s1 (configuration not stated)	-2.4	2	-0.3	1	-0.4	2.1	-0.4	0.4	-1.3	2	1
C=CCNC(=O)COc1ccc(S(=O)(=O)N2CCCC2)cc1	-0.9	-1	-1.3	-4	-1.1	2.0	-0.3	0.1	-2.6	-3	7
CCCC(=O)Nc1ccccc1N1CCN(C(=O)C(C)C)CC1	-0.2	-9	-1.6	1	-1.4	1.2	-1.0	1.8	2.0	0	0
COCc1cc(S(=O)c2ccc(Cl)cc2)nc(C)n1 (configuration not stated)	0.8	-2	1.2	1	-1.2	-6.2	0.1	-0.3	-1.5	3	4
COc1ccc(OCCCC(=O)Nc2cccc(SC)c2)cc1	-1.4	1	-0.4	0	-1.1	2.4	0.0	0.1	-1.2	-4	-15
COc1cc(OC)cc(C(=O)NCC(=O)N2CC=C(c3ccccc3)CC2)c1	1.9	-5	-0.9	-6	-1.6	-4.8	-3.8	2.3	1.7	-2	-6
CCOC(=O)C1(Cc2cccc(Cl)c2)CCCN(C(=O)C2CC2)C1 (configuration not stated)	0.9	-2	0.2	5	-1.2	3.2	1.1	-0.1	4.3	1	0
COc1ccccc1/C=C/CN1CCCC(CCC(=O)NCc2ccc(F)c(F)c2)C1 (configuration not stated)	-1.3	1	-0.7	-3	-0.7	-0.1	0.7	0.2	-1.8	0	-17
COc1ccc(Nc2nc3c(C)cccn3c(=O)c2C=O)cc1	-2.6	-16	-3.2	-2	-1.2	0.0	0.5	-1.0	-1.9	4	0
C(=N\Nc1ccccn1)/c1ccc(N2CCOCC2)cc1	-5.6	-5	2.6	-26	-0.6	1.9	5.0*	0.5	11*	3	4
CC(C)CCNC(=O)CN1N=C(c2ccc(Cl)cc2)CCC1=O	1.4	1	-1.3	-7	-1.2	0.6	0.1	2.5	-2.0	2	1
Cc1ccccc1-c1nnc(SCC(=O)Nc2cccnc2Cl)o1	-0.6	-3	4.7	1	-0.4	-0.9	8.3*	-1.5	7.3	1	7
CC(=O)Nc1ccc(/C=N/N2C(=O)NC(C)(c3ccc(OC(F)F)cc3)C2=O)cc1 (configuration not stated)	-0.7	-1	-1.1	5	-1.1	0.2	-0.5	2.2	-2.0	-4	4
CC(/C=C/c1ccccc1)NC(N)=O (configuration not stated)	-2.6	-1	4.2	-1	-0.9	0.3	0.2	-0.5	-0.5	-2	-1
CCC(CC)C(=O)c1c[nH]c(C(=O)NCc2ccc(F)cc2)c1	-2.3	7	-0.4	0	-1.2	1.5	-0.3	-0.2	-0.6	-1	-6
CCC(=O)NCCn1ccc2ccccc21	1.0	-2	2.2	-3	-0.7	0.2	-0.2	0.6	0.4	-5	1
COc1cccc(/C=C2\Oc3cc(OC(=O)N4CCOCC4)ccc3C2=O)c1	-1.3	-3	0.3	-16	-0.3	0.4	0.3	-0.5	-0.4	-3	5
O=C1COc2ccc(-c3csc(NCCc4ccccc4)n3)cc2N1	-0.4	-2	-0.1	-3	-2.0	3.0	0.0	-0.8	5.2	2	-3
Cn1cnc2c1c(=O)n(CC(O)CO)c(=O)n2C (configuration not stated)	-0.2	-4	-1.1	1	-1.2	1.6	-0.6	0.7	0.3	0	4
COc1cc(/C=N/NC(=O)CCc2c(C)n[nH]c2C)ccc1O	-0.8	-8	-0.8	-3	-0.8	2.0	-0.2	0.2	1.6	-4	0
CN1/C(=C\C(=O)c2cccs2)Sc2ccccc21	-4.1	-1	21*	-74	2.9*	-0.6	4.6*	1.5	17*	8	7
O=C(Cn1c(=O)n(Cc2ccc3c(c2)OCO3)c(=O)c2ccccc21)N1CCCc2ccccc21	-2.6	5	0.4	1	-0.8	2.5	-0.3	1.0	0.3	1	0
O=C(c1cc([N+](=O)[O-])ccc1Cl)N1CCN(c2ccccc2)CC1	-2.6	-5	-1.8	6	-0.6	2.0	0.0	-1.1	0.6	3	-4
CCCC(=O)Nc1ccc(C(=O)N/N=C2\CC(=O)CC(C)(C)C2)cc1	-1.9	-4	-1.5	-70	-1.0	-3.3	-0.7	0.4	-3.2	-1	-17
COc1ccc([C@H]2CC(=O)C=C(c3cccc(CO)c3)C2)cc1OC	-0.2	-2	-2.3	2	-1.6	2.1	-0.4	-0.2	1.1	2	0
Cc1cccnc1NC(=O)c1cccc(NC(=O)CC2SC(N3CCCCC3)=NC2=O)c1 (configuration not stated)	-3.8	-4	-0.4	3	-1.6	-0.6	-0.1	0.4	-3.4	-3	-6
Cc1ccc2cc(C(c3nnnn3Cc3ccccc3)N3CCc4ccccc43)c(=O)[nH]c2c1C (configuration not stated)	0.7	1	4.8	-25	0.3	-2.7	0.7	-1.5	3.0	0	-8
CC(C)(C)NC(=O)N1CCCN(c2ccc(C(F)(F)F)cn2)CC1	1.0	4	-1.2	-8	-1.1	-0.3	-0.7	0.5	4.6	-6	3
CCn1c(=N)n(CC(=O)C(C)(C)C)c2ccccc21	-0.7	1	3.7	2	-0.9	5.3	-0.1	-2.0	-0.3	1	2
CC(c1ccon1)N(C)C(=O)c1ccc2nc(Cc3cccc(Cl)c3)oc2c1 (configuration not stated)	-0.8	0	-1.7	-11	-1.0	1.2	-0.3	0.5	-0.5	-2	-56
CC1(C(=O)Nc2ccccc2Br)CCN1C(=O)CC1CC1 (configuration not stated)	-1.1	-2	0.4	-4	-0.8	0.8	0.0	.	-1.4	-2	-6
CN1CCCC(OC(=O)c2ccc(Cl)cc2)C1 (configuration not stated)	0.3	3	-0.1	0	-1.5	1.6	0.5	0.8	1.2	0	7

Ordered by the number under sPLA2-III inh (descending): 4 of the compounds above.
compound | PG9 Ab binder | Rev-erbA mod | hcDAF-12 act | PLCb3 inh | ssDAF-12 act | DAX1 inh-1 | DAX1 inh-2 | SMARCA2 activ | sPLA2-III inh
CN1CCCC(OC(=O)c2ccc(Cl)cc2)C1 (configuration not stated) | 0.3 | 3 | -0.1 | 0 | -1.5 | 0.5 | 0.8 | 0 | 7
O=C(c1cc([N+](=O)[O-])ccc1Cl)N1CCN(c2ccccc2)CC1 | -2.6 | -5 | -1.8 | 6 | -0.6 | 0.0 | -1.1 | 3 | -4
Cc1cccnc1NC(=O)c1cccc(NC(=O)CC2SC(N3CCCCC3)=NC2=O)c1 (configuration not stated) | -3.8 | -4 | -0.4 | 3 | -1.6 | -0.1 | 0.4 | -3 | -6
Cc1ccc2cc(C(c3nnnn3Cc3ccccc3)N3CCc4ccccc43)c(=O)[nH]c2c1C (configuration not stated) | 0.7 | 1 | 4.8 | -25 | 0.3 | 0.7 | -1.5 | 0 | -8

An unsorted share of the library, and some 7% of all compounds hit somewhere here.
